# p47phox inh – blocks human p47phox regulatory protein of NADPH oxidases; P14598; p47phox/p22phox peptide binding, fluorescence polarization, 2 h; inhibition, % at 24.7 µM; 220,000 compounds, 0.53% hits; AID 1274;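 active = inhibition above about 30%, limit read from the data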;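 note: 0% = p47phox with labelled peptide and 100% = labelled peptide alone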
# Target sequence (P14598 whole entry, looked up): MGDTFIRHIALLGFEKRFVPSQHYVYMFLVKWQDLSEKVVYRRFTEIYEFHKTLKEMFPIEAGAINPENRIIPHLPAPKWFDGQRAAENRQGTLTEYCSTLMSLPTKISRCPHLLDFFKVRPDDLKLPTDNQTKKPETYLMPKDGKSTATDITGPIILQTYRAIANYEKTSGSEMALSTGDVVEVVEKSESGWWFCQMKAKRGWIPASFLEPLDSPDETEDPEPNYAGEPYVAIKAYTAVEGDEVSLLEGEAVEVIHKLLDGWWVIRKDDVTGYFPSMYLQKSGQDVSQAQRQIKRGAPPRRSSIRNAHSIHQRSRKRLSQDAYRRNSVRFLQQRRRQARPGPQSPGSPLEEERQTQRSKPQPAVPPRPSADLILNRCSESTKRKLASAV
# RBBP9 inhibitor – inhibitors of human serine hydrolase RBBP9 | O75884 | recombinant RBBP9, FP-Rh probe fluorescence polarization | inhibition, % at 7.94 µM | 220,000 compounds, 0.2% hits | AID 1515;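 active = inhibition above the campaign mean of all tested compounds plus 3 SD, cut at about 14% in these data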;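 note: plate controls were DMSO wells with RBBP9 for no effect and wells lacking RBBP9 protein for full effect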
#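 System: RBBP9 protein / Quantity: 2.5 µM RBBP9 dispensing solution, before mixing / Also added: Serine-hydrolase probe FP-Rh, 375 nM pre-mixing / Dosing: 7.94 µM single dose, 0.794% DMSO / Timing: enzyme-compound preincubation 30 min, then probe labeling 45 min, 25 °C / Signal: FP readout at 525/598 nm / Controls: DMSO-treated enzyme wells and wells lacking RBBP9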
# Furin inhibitor – blocks human furin protease activity; purified furin, fluorogenic substrate cleavage; inhibition, % at 30 µM; 220,000 compounds, 0.061% hits; AID 463115; in the data active = inhibition above about 25%; note: inactives centre near -15
# Target sequence (P09958 108-714 limits assumed): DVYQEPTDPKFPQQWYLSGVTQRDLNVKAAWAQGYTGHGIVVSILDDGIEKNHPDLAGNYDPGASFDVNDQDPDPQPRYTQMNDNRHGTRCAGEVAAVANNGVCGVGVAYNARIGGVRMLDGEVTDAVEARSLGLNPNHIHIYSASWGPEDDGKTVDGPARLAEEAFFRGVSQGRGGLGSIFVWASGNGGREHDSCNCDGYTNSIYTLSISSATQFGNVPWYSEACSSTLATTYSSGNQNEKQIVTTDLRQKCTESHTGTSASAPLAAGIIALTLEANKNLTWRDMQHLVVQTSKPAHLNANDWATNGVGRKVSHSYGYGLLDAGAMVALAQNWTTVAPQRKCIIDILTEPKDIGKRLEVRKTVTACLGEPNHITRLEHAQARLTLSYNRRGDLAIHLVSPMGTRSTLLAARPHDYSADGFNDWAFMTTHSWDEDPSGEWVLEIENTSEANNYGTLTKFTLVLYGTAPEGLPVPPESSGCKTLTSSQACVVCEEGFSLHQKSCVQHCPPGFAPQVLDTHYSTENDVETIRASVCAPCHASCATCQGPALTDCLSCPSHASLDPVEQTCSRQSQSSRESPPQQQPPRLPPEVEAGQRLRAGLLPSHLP
# Runt-SMMHC FRET – blocks binding of human RUNX1 Runt domain to CBFb-SMMHC; Cerulean-Runt/Venus-CBFb-SMMHC FRET ratio 530/480, 1 h; inhibition, % at 20 µM; 220,000 compounds, 0.74% hits; AID 1434;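 active = mean inhibition across duplicate retests at 20 µM reaching about 50%, limit read from the data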;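 note: 0% = DMSO wells and 100% = wells with excess untagged CBFb-SMMHC; inhibitors lower the FRET ratio by blocking Runt binding to CBFb-SMMHC; some results filed as inactive read as strong as hits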
# EBV gp42 inh – blocks Epstein-Barr virus glycoprotein 42 binding | 220,000 compounds, 0.42% hits | Q1HVG2 | Fluorescence polarization binding assay, mP read-out | inhibition, % (tested at 21.74 µM); in the data active = inhibition above about 50%
# Runt-CBFb FRET – inhibitors of human RUNX1 Runt domain binding to CBFb. Q01196+Q13951. Cerulean-Runt/Venus-CBFb FRET ratio 530/480, 1 h. inhibition, % at 20 µM. 220,000 compounds, 0.46% hits;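 active = inhibition over about 50% at 20 µM in the single-dose screen, limit read from the data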;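 note: 0% = DMSO wells and 100% = excess unlabeled CBFb competitor control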
#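 Measured by: fluorescence energy transfer, 422 nm excitation, 530/480 nm emission; Assay system: Cerulean-Runt domain; Medium: Tris pH 7.5 buffer with BSA; Measure: loss of energy transfer signal; Controls: 5 µM unlabeled CBFb as full-inhibition high control; Incubation: protein complex preformed 1 h, compound exposure 1 h, room temperature, dark.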
# TbHK1 inh – T. brucei hexokinase 1 inhibition. recombinant TbHK1, G6PDH-coupled NADH A340. inhibition, % at 10 µM. 220,000 compounds, 0.11% hits. AID 1430;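 active = inhibition of 50% or more in the single-dose primary screen; inactive = inhibition below 50%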
# Calpain2 inh – calpain II (pig) inhibition; purified calpain II, fluorogenic peptide substrate, 30 min; inhibition, % at 16 µM; 220,000 compounds, 0.37% hits;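 active = inhibition above about 50%, limit read from the data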
# p97 ATPase inh – inhibitors of human p97 ATPase. recombinant p97 ATPase, Kinase-Glo ATP luminescence, 3 h. inhibition, % at 8 µM. 220,000 compounds, 0.42% hits. AID 1481; in the data active = inhibition above about 15%;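 note: 0% = DMSO vehicle and 100% = wells lacking enzyme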
# * = called active by the depositor; x = no result given; [ ] = dose if it differs, or a comment.
item	smiles	p47phox inh	RBBP9 inhibitor	Furin inhibitor	Runt-SMMHC FRET	EBV gp42 inh
1	O=C(NCc1ccc2c(c1)OCO2)C1CCCN1C(=O)Nc1cccc(Cl)c1 (centres undefined)	-9.3	-6.1	-24.2	-3.2	-10.7
2	Cc1cc(C(=O)OCC(=O)Nc2cc(C)on2)c2ccccc2n1	-8.4	-0.7	-18.2	4.6	-21.6
3	Cc1ccc(CCSc2ccc(C(C)C)cc2)cn1	-9.7	3.5	1.4	-0.1	-3.7
4	O=C(Nc1cccc(Cl)c1)ON=C1c2ccccc2-c2ccccc21	-15.4	-10.7	-10.9[20 µM]	-7.4	-20.9
5	Cc1ccc(C)c(OCc2nnc(N)s2)c1	-5.2	-4.8	-6.1[20 µM]	0.7	-16.2
6	CC(C)CNS(=O)(=O)c1ccc(S(=O)(=O)N2CCCN(Cc3ccccc3)C2)cc1	-17.8	0.2	-26.8	-6.0	-9.9
7	CC1=NN(C(=O)c2nn(C)cc2Br)C(O)(C(F)(F)F)C1 (centres undefined)	-47.5	-3.9	-12.9	1.1	-19.8
8	CCCC(=O)Nc1c2c(nn1-c1ccc(OC)cc1)CS(=O)C2 (centres undefined)	-5.3	4.2	-12.6[20 µM]	-1.9	-6.8
9	OCCCNC(=S)NC1CCCC1	-0.8	0.4	-18.6	-1.5	6.9
10	COc1ccc(CN(C(=O)CSc2nnc(-c3ccccc3C)o2)c2ccc(F)cc2)cc1	-0.3	-8.8	-8.1[20 µM]	-4.3	-13.2
11	[O-]/[N+](=C\C=C\c1ccccc1)c1ccccc1	-15.6	-2.1	-15.5	-2.9	-15.8
12	Cc1cc2cc(CNC(=O)CCC(=O)O)ccc2[nH]1	-21.9	-3.3	-13.5	-16.3	-14.3

item	Runt-CBFb FRET	TbHK1 inh	Calpain2 inh	p97 ATPase inh
1	-0.7	-6.2	-3.3	-2.5
2	1.6	0.3	10.1	0.7
3	-3.4	-4.1	-9.7	0.4
4	-1.6	-2.5	-16.3	4.1
5	5.8	6.5	13.9	3.3
6	-1.2	-4.2	-7.5	0.8
7	-0.9	-3.6	-11.4	2.1
8	-0.3	3.5	15.9	0.8
9	0.1	1.8	-32.1	3.1
10	-3.0	15.6	19.1	-11.7
11	1.8	-8.8	-11.4	5.5
12	-7.7	-0.4	13.0	3.6

# (listing goes on)
item	smiles	p47phox inh	RBBP9 inhibitor	Furin inhibitor	Runt-SMMHC FRET	EBV gp42 inh
13	CCOC(=O)c1ccc(NC(=O)Cn2nnc3ccccc32)cc1	-12.2	0.8	-8.3	-4.7	-20.1
14	N[C@@H](C(=O)N[C@@H]1C(=O)N2C(C(=O)O)=C(Cl)CS[C@H]12)c1ccccc1	-9.5	-3.2	-11.8	1.1	1.9
15	CCCN1Cc2cccc(C(=O)NCc3ccc(C)cc3)c2C1=O	-4.2	0.2	-10.7	-2.5	1.6
16	Cc1cc(C(=O)CSc2n[nH]c(-c3ccccc3F)n2)c(C)n1Cc1cccs1	-28.3	-6.6	-16.4[20 µM]	0.4	-25.3
17	Cc1noc(C)c1C(=O)OCC(=O)Nc1c(F)cccc1F	-5.2	-9.5	-26.3	4.1	1.1
18	Cc1nnc(NC(=O)c2cccc(Br)c2)s1	-3.0	-0.4	-21.5[20 µM]	2.4	2.1
19	COC(=O)c1sccc1NC(=O)Cn1nnc(-c2ccccc2C)n1	-6.1	0.1	-21.9	-2.7	-8.9
20	CCOC(=O)c1cc2sc(C)cc2n1CC(=O)Nc1cccc(C)c1C	-12.3	-6.5	-9.9	2.0	-13.2
21	CC/C(=N\NC(=S)Nc1cccc(C)c1)c1ccccc1	-1.9	-8.4	-11.4	5.6	5.3
22	Cc1sc2ncnc(NCC(C)(C)N3CCOCC3)c2c1C	3.0	4.2	-23.5[20 µM]	-0.5	-8.5
23	CC(=O)N(Cc1cc(=O)[nH]c2ccccc12)c1cccc(C)c1	-7.4	-2.7	-29.4	3.0	-15.1
24	CC(=O)Nc1ccc(N2CCOCC2)c(Cl)c1	1.0	4.9	-19.3	-1.4	3.6

item	Runt-CBFb FRET	TbHK1 inh	Calpain2 inh	p97 ATPase inh
13	-0.3	2.5	-11.0	7.6
14	2.6	0.2	-121.7	2.5
15	-6.8	-4.6	12.6	-0.2
16	3.5	3.0	-29.4	-4.3
17	-1.1	-0.8	25.9	-0.6
18	0.1	-10.5	-2.3	2.9
19	-0.6	-0.6	16.7	2.7
20	-4.7	5.8	11.5	-1.0
21	21.3	-2.0	29.8	0.4
22	1.5	-8.1	20.9	-0.8
23	6.6	-15.1	-0.2	4.7
24	-2.7	-1.4	-15.1	4.7

# More results.
item	smiles	p47phox inh	RBBP9 inhibitor	Furin inhibitor	Runt-SMMHC FRET	EBV gp42 inh
25	CCOc1cccc(C(=O)NC(=S)Nc2cccc(C)c2)c1	-1.9	4.5	-14.4	4.5	3.2
26	Cc1ccc(C(=O)CN2C(=O)C(C)Oc3ccccc32)cc1 (centres undefined)	-7.2	-2.1	-11.5	1.5	-3.2
27	O=C(CNC(=O)OCc1ccccc1)NC1CCCCCCC1	4.6	-2.5	-19.4	-0.5	-34.0
28	Cc1cccc(-n2c(CNC(=O)c3ccccc3)nnc2SCC(=O)Nc2nccs2)c1	-4.5	0.1	-5.4	-2.2	-35.4
29	Clc1ccc(C2[C@H]3CN(Cc4ccc(-c5ccccc5)cc4)[C@H](c4ccccc4)C34CC2(c2ccccc2)C4)cn1 (some centres undefined)	-26.8	x	-26.3	-0.2	-32.1
30	CCN(CC)CCNC(=O)C1CCC(=O)N1CCc1ccccc1 (centres undefined)	-11.9	-8.3	-12.2	4.1	5.2
31	Cc1nc2ccccc2n1CC(=O)N/N=C\C=C\c1ccccc1	-10.9	-1.5	-6.3[20 µM]	-5.4	-28.5
32	O=C1C2C3C=CC(C3)C2C(=O)N1CN(Cc1ccccc1)CN1C(=O)C2C3C=CC(C3)C2C1=O (centres undefined)	6.5	10.7	-13.2	0.6	-23.9
33	Brc1ccccc1OCCCCCN1CCCC1	-5.5	-5.4	-28.3	-4.0	-8.0
34	Cc1cc(=O)oc2cc(OCc3ccc(S(=O)(=O)N4CCOCC4)cc3)ccc12	-1.2	-4.6	-23.7[20 µM]	1.0	-4.8
35	CCOC(=O)N1CCN(C(=O)CSc2nnc(CNC(=O)c3c(F)cccc3Cl)o2)CC1	0.1	0.0	-25.1[20 µM]	-0.7	-6.0
36	CCN1CCN(c2cc(-c3ccccc3)nc3cc(-c4cccc(F)c4)nn23)CC1	-37.9	-5.6	-30.2[20 µM]	33.3	9.4

item	Runt-CBFb FRET	TbHK1 inh	Calpain2 inh	p97 ATPase inh
25	-0.8	-9.7	4.0	-2.4
26	-0.5	-1.6	-20.3	1.0
27	-0.6	-4.6	17.1	-0.5
28	-0.4	-5.8	10.8	-2.6
29	2.1	-4.6	-35.0	x
30	0.7	-0.9	-6.6	0.0
31	-2.8	-15.2	29.7	0.7
32	0.3	-1.1	-27.2	4.4
33	0.0	-0.5	-12.7	-1.1
34	-1.0	-1.2	-49.1	-2.9
35	1.8	1.7	22.8	1.8
36	1.8	-4.5	-285.2	-3.7

# Next section:
item	smiles	p47phox inh	RBBP9 inhibitor	Furin inhibitor	Runt-SMMHC FRET	EBV gp42 inh
37	COc1cccc(CN2CCC(C(=O)N3CCN(c4ccccc4F)CC3)CC2)c1	-1.7	-6.8	-17.7	2.3	-1.3
38	Cc1ccc2c(c1)C1CN(C)CCC1N2C(=O)COc1ccc(N(C)C(=O)c2ccccc2)cc1 (centres undefined)	-5.0	-4.4	-17.9	-1.4	-10.4
39	CCN(CC)S(=O)(=O)c1ccc(N2CCOCC2)c(NC(=O)c2cc(=O)[nH]c3ccccc23)c1	0.4	5.0	-16.3	1.0	-3.2
40	O=C(c1ccc(-n2cnnn2)cc1)N1CCOCC1	-4.7	-2.3	-8.7	-6.8	-26.3
41	CCCCn1c(=O)[nH]c(=O)c2c1nc(-c1ccc(-c3ccccc3Br)o1)n2CCOC	-24.5	-6.8	-3.5[20 µM]	11.6	-28.9
42	CCOC(=O)c1nc(C)n(-c2cc(OC)c(Cl)cc2Cl)n1	2.1	-2.0	-30.8	-1.9	-12.1
43	O=C(CSc1nnc(-c2cccs2)n1CC1CCCO1)c1cc2ccccc2o1 (centres undefined)	-21.5	-0.5	-22.2	1.2	-39.6
44	CC(C)C(=O)Nc1ccc(C(=O)c2ccccc2)cc1	6.4	-6.5	-12.7[20 µM]	-7.0	-23.6
45	Cn1c(SCC(=O)NC2CCCCC2)nnc1-c1ccc(N)cc1	-6.8	-7.3	-13.1	-0.2	-17.1
46	CCC(C)NC(=O)C1CCN(S(=O)(=O)CC)CC1 (centres undefined)	-9.8	-0.4	-20.9	-0.5	-11.1
47	CCn1c(-c2cc(-c3ccccc3OC)nc3ccccc23)n[nH]c1=S	-4.2	-0.1	-23.3	11.0	9.7
48	COC(=O)c1sccc1NC(=O)CN(C)NS(=O)(=O)c1ccc(Cl)cc1	-18.8	-3.1	-17.9[20 µM]	-2.4	-13.9

item	Runt-CBFb FRET	TbHK1 inh	Calpain2 inh	p97 ATPase inh
37	-4.3	2.7	-12.2	1.4
38	-0.4	1.1	-16.4	3.4
39	-1.6	-6.7	-8.7	-0.1
40	-0.8	3.6	4.1	0.1
41	-1.8	-14.0	-47.4	2.7
42	-1.9	0.0	-15.6	4.6
43	1.0	-5.3	-12.4	3.6
44	-8.7	-4.7	7.6	1.4
45	1.9	-4.6	-10.3	6.0
46	1.3	-6.7	-28.1	1.0
47	5.1	-9.9	-41.2	3.7
48	0.0	-3.4	-23.0	2.0

# Molecules from the list above that contain two or more sulfur atoms:
item	smiles	p47phox inh	RBBP9 inhibitor	Furin inhibitor	Runt-SMMHC FRET	EBV gp42 inh
6	CC(C)CNS(=O)(=O)c1ccc(S(=O)(=O)N2CCCN(Cc3ccccc3)C2)cc1	-17.8	0.2	-26.8	-6.0	-9.9
16	Cc1cc(C(=O)CSc2n[nH]c(-c3ccccc3F)n2)c(C)n1Cc1cccs1	-28.3	-6.6	-16.4[20 µM]	0.4	-25.3
28	Cc1cccc(-n2c(CNC(=O)c3ccccc3)nnc2SCC(=O)Nc2nccs2)c1	-4.5	0.1	-5.4	-2.2	-35.4
43	O=C(CSc1nnc(-c2cccs2)n1CC1CCCO1)c1cc2ccccc2o1 (centres undefined)	-21.5	-0.5	-22.2	1.2	-39.6
48	COC(=O)c1sccc1NC(=O)CN(C)NS(=O)(=O)c1ccc(Cl)cc1	-18.8	-3.1	-17.9[20 µM]	-2.4	-13.9

item	Runt-CBFb FRET	TbHK1 inh	Calpain2 inh	p97 ATPase inh
6	-1.2	-4.2	-7.5	0.8
16	3.5	3.0	-29.4	-4.3
28	-0.4	-5.8	10.8	-2.6
43	1.0	-5.3	-12.4	3.6
48	0.0	-3.4	-23.0	2.0

# New compounds follow:
item	smiles	p47phox inh	RBBP9 inhibitor	Furin inhibitor	Runt-SMMHC FRET	EBV gp42 inh
49	CC1CCCCC1NC(=S)NC(=O)c1ccccc1Br (centres undefined)	-14.5	-2.9	-23.1	-1.7	-12.1
50	COc1ccccc1CCC(=O)Nc1ccc(C)cc1Cl	-11.2	-4.6	-17.8	1.4	-9.2
51	COc1ccc2ccccc2c1/C=N/O	2.4	-7.6	-23.0	-8.7	-11.2
52	O=c1c2c(nc3nc(NCc4ccc(Cl)cc4)[nH]n13)CCC2	-8.7	-7.5	-34.6	-0.4	-6.9

item	Runt-CBFb FRET	TbHK1 inh	Calpain2 inh	p97 ATPase inh
49	-2.3	3.7	-8.3	3.9
50	-1.2	-0.6	-16.9	-0.6
51	-1.8	-3.2	-31.0	4.0
52	-1.8	9.8	-19.8	3.2

# Compound activity deposited in PubChem by several laboratories.
